# IDE cell activ = IDE (human) activation, cell-based | P14735 | HEK cells, FAbeta-B cleavage, fluorescence polarization; 0% vehicle, 100% cell-free pure enzyme wells | activation, % at 5.96 µM | actives 0.073% (n = 340,000) | AID 493087;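 active means activation above the mean of all tested compounds plus 3 SD, set per screening campaign, cut at about 17% in these data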
# M18AAP inhibitor = PfM18AAP enzyme inhibition; actives 1.2% (n = 290,000); inhibition, % at 7.35 µM; AID 1822; recombinant PfM18AAP, H-Glu-NHMec fluorogenic cleavage;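 active means inhibition above the campaign mean inhibition over all tested compounds plus 3 SD, cut at about 28% in these data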;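 further: 0% = plate median of test compound wells and 100% = 2 mM ZnCl2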
# DNA FID counter = displaces DNA intercalator in HCV helicase counter-screen. DNA fluorescent intercalator displacement, fluorescence. inhibition, % at 7.9 µM. actives 0.17% (n = 290,000); in the data active means inhibition above about 37%;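 further: 0% = vehicle and 100% = reference compound; higher means more ethidium bromide displaced from hairpin DNA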
# HCV NS3 hel inh = blocks Hepatitis C virus NS3 helicase unwinding; NS3 helicase DNA unwinding, Cy5 molecular beacon fluorescence; inhibition, % at 10.9 µM; actives 0.56% (n = 290,000); AID 1800;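 active means inhibition above the mean of all tested compounds plus 3 SD, set per campaign, cut at about 35% in these data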;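 further: 0% = DMSO wells and 100% = thioflavine S control wells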
#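 System: NS3 helicase fragment of HCV / Schedule: 1 h at 25 °C / Control set: DMSO alone as 0% and 110 µM thioflavine S as 100% / Reagent: Cy5/quencher beacon DNA duplex and ATP to start / Technique: Cy5 fluorescence / Replication: singlicate / Evaluation: % inhibition of end-to-start signal ratio versus controls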
# UBC9 SUMO inh = inhibitors of human SUMOylation (UBC9). P63279. HTRF SUMOylation assay, SAE1/SAE2 + UBC9, in vitro. inhibition, % at 35 µM. actives 0.36% (n = 290,000). AID 2006; in the data active means inhibition above about 50%, passing the limit was not always enough; further: strong numbers were not always called active
# VIM-2 inh = blocks Pseudomonas aeruginosa VIM-2 metallo-beta-lactamase; purified VIM-2, nitrocefin hydrolysis, epi-absorbance fluorescence; inhibition, % at 5.6 µM; actives 0.89% (n = 290,000); AID 1527;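 active means inhibition above the mean of all tested compounds plus 3 SD, cutoff set per screening run, cut at about 7.5% in these data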;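 further: red hydrolysis product quenches plate fluorescence so inhibitors raise well fluorescence; 0% = enzyme with DMSO and 100% = DMSO without enzyme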
# IMP-1 inh = inhibitors of Pseudomonas aeruginosa IMP-1 metallo-beta-lactamase; purified IMP-1, nitrocefin hydrolysis, epi-absorbance fluorescence; inhibition, % at 5.6 µM; actives 0.45% (n = 290,000);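 active means inhibition above the mean plus 3 SD of all compounds in the same screening run, cut at about 4.5% in these data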;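 further: 0% = IMP-1 with DMSO and 100% = DMSO wells lacking enzyme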
#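 Test system: recombinant IMP-1 enzyme, purified / Medium: HEPES buffer pH 7.1 with ZnSO4 and Brij 35 / Doses: single dose, 5.6 µM / Times: 25 °C, 15 min preincubation, 25 min reaction / Detection: Epi-absorbance via hydrolysed-nitrocefin quenching of white-plate fluorescence, 480/530 nm, EDTA stop / Evaluation: percent inhibition from optical density relative to buffer-blank wells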
# pCIP destab = lowers stability of the mouse p/CIP coactivator protein | F442A p/CIP-EGFP cells, EGFP fluorescence, 16 h | decrease of EGFP signal, % at 10 µM | actives 0.01% (n = 290,000) | AID 1984;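 active means EGFP signal decrease of at least 30% at 10 µM or well 3 SD below plate mean, unless failing retest; inactive means the rest, including hits failing retest or dose response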; further: some compounds called inactive have numbers as strong as hits; many of its hits are not listed in these tables
# Target sequence (Q05BA5 1-1403): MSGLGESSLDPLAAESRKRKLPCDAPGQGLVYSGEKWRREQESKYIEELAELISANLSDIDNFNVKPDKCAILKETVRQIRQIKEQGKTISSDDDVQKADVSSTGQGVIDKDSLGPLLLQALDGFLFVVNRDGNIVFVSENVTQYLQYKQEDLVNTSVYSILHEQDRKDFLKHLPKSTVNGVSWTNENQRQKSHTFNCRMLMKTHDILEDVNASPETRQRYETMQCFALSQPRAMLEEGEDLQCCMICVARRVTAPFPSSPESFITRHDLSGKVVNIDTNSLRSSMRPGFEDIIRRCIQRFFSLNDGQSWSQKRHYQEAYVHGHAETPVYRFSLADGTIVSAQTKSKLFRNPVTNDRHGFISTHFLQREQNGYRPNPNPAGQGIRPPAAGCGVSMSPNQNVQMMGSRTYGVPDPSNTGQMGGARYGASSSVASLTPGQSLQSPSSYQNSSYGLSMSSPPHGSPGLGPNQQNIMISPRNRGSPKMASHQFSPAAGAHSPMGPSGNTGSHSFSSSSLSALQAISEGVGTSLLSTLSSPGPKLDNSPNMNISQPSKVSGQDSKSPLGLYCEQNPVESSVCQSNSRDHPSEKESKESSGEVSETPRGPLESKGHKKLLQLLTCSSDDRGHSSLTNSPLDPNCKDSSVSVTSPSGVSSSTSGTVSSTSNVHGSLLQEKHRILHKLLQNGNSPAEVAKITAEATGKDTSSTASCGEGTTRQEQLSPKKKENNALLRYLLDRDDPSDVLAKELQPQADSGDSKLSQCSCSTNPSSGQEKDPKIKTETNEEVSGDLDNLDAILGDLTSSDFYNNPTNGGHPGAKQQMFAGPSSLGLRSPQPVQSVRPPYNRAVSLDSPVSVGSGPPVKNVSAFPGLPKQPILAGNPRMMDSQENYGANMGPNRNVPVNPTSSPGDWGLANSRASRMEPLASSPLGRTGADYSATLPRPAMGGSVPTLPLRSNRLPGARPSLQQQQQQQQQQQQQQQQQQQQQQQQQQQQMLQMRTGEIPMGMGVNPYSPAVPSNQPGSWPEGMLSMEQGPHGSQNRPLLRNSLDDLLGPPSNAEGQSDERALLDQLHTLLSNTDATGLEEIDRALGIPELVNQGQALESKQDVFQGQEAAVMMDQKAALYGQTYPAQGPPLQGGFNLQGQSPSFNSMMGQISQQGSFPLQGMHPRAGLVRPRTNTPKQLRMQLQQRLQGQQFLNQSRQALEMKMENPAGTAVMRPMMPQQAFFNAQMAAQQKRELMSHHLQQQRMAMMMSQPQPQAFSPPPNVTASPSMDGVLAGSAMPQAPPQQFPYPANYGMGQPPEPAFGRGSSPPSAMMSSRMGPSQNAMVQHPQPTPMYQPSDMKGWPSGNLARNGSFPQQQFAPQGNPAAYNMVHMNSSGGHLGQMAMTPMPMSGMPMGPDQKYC
# IDE inh = inhibitors of human insulin-degrading enzyme in cells | P14735 | HEK cells, FAbetaB cleavage, fluorescence polarization | inhibition, % at 5.59 µM | actives 0.41% (n = 320,000);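 active means percent inhibition above the average of all tested compounds plus 3 SD, set per screening campaign, cut at about 16% in these data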;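 further: IDE supplied by intact live HEK cells; FP after avidin binding of uncleaved biotin substrate so inhibition keeps polarization high; 0% = DMSO wells and 100% = 60 µM reference IDE inhibitor Ii1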
# * = called active by the depositor; / = no result given.
1) CCN(CC)CCCNc1nc(-n2nc(C)cc2C)nc2sc3c(c12)CC(C)(C)OC3
2) C=CCn1c(=NC(=O)c2cc(Cl)sc2Cl)sc2cc(S(N)(=O)=O)ccc21
3) CCOc1ccc(C(=O)OCc2nnc(-c3cccs3)o2)cc1OC
4) Cc1cc(NC(=O)Nc2cccs2)no1
5) CCOC(=O)/C(C#N)=C\c1ccc(OCC(=O)Nc2ccc(C)cc2C)c(OC)c1
6) O=C1C(=O)N(c2nccs2)C(c2ccccc2F)/C1=C(\O)c1ccc2c(c1)OCCO2 (stereo not given)
7) NS(=O)(=O)c1ccc(-c2ccc(C=C3C(=O)c4ccccc4C3=O)o2)cc1
8) COc1ccc(NC(=O)CC2C(=O)N(C)C(=S)N2Cc2ccc3c(c2)OCO3)cc1 (stereo not given)

screen / no.	1	2	3	4	5	6	7	8
IDE cell activ	2	-15	2	1	4	5	-4	7
M18AAP inhibitor	4	-3	1	3	-1	3	8	12
DNA FID counter	8	-11	-21	-9	-8	-46	4	-15
HCV NS3 hel inh	-10	-4	-1	12	-5	26	29	5
UBC9 SUMO inh	7	-4	12	10	28	5	15	-20
VIM-2 inh	3.8	-2.5	0.0	-5.1	-2.4	21*	1.1	0.9
IMP-1 inh	-4.1	-3.3	-1.0	-2.3	-1.6	0.8	-0.8	-2.8
pCIP destab	1	-11	-10	-2	-2	2	-14	1
IDE inh	5	14	-2	-2	1	3	5	9

9) O=C(NCc1ccc2c(c1)OCO2)c1nnc(Cc2ccc(F)cc2)o1
10) CCn1c(-c2ccc(-c3ccccc3)cc2)c[nH]c1=S
11) CC(C)N(C(=O)c1ccc(-c2ccccc2F)cc1)C(C)C
12) COC(=O)Cc1c(C)nc2nc[nH]n2c1=O
13) Cc1c(NC(=O)C(C)OC(=O)C(NC(=O)c2ccco2)C(C)C)c(=O)n(-c2ccccc2)n1C (stereo not given)
14) CCOc1ccc(N2CC(C(=O)OC)CC2=O)cc1 (stereo not given)
15) CCN(CC)C(=O)CSc1nc2ncc(Br)cc2[nH]1
16) COc1ccc(CNC(=O)COC(=O)c2cc(-c3ccc(Cl)s3)nc3ccccc23)cc1

screen / no.	9	10	11	12	13	14	15	16
IDE cell activ	6	-7	/	9	1	2	1	5
M18AAP inhibitor	1	-16	-5	-7	5	-1	-4	3
DNA FID counter	-29	-21	-30	0	-9	0	-1	0
HCV NS3 hel inh	-5	-1	34	-2	3	1	-2	-7
UBC9 SUMO inh	10	3	-5	7	2	13	26	13
VIM-2 inh	-1.0	-4.2	-2.9	0.2	-1.6	-1.9	1.4	-3.8
IMP-1 inh	-2.4	-2.2	-2.9	1.2	-3.8	-3.2	-1.4	-3.5
pCIP destab	2	-4	-20	0	-5	-4	-3	-11
IDE inh	3	16*	13	-7	2	3	-7	1

17) CN1CCNC(=O)C1CC(=O)NCCc1ccccc1F (stereo not given)
18) COc1ccc(C(NC(C)=O)c2cc(Cl)c3cccnc3c2O)cc1 (stereo not given)
19) CC1CN(CC(O)COC(c2ccc(Cl)cc2)c2ccc(Cl)cc2)CC(C)O1 (stereo not given)
20) O=C(O)COc1ccc(/C=C/C(=O)c2ccc3ccccc3c2)cc1
21) Cc1ccc(S(=O)(=O)NC2CCOC(C)(C)C2)cc1 (stereo not given)
22) Cc1ccc(OCc2n[nH]c(=S)n2-c2ccc(Cl)cc2)cc1
23) COc1cccc(CNn2cnnc2)c1OCc1ccccc1F
24) CCCCNc1nc(-c2ccccc2)nc(-n2ccnc2)n1

screen / no.	17	18	19	20	21	22	23	24
IDE cell activ	1	1	2	3	1	-3	7	0
M18AAP inhibitor	-7	9	11	3	-5	4	1	-2
DNA FID counter	1	-16	24	-12	-7	-18	-3	-3
HCV NS3 hel inh	-14	22	-69	-5	-2	13	5	0
UBC9 SUMO inh	4	-15	-30	12	1	-4	9	-6
VIM-2 inh	-4.1	-1.9	0.8	1.7	-1.5	-3.3	-0.1	-2.2
IMP-1 inh	-2.6	-4.1	1.1	-1.7	-3.4	-2.4	-2.7	-3.4
pCIP destab	-4	-5	1	3	3	-13	-5	15
IDE inh	6	0	-3	4	7	-5	-2	5

25) CCn1ncc(CNC(=O)CCCSc2nc(-c3ccco3)cc(C(F)(F)F)n2)c1C
26) N#Cc1ccsc1NC(=O)CCc1ccccc1
27) NC(=O)C1CCN(C(=O)c2cc(S(=O)(=O)N3CCOCC3)ccc2Cl)CC1
28) O=C(CNC(=O)N1CC(=O)Nc2ccccc21)Nc1cccc(F)c1
29) COCc1cc(C)nc2oc(C(=O)c3ccccc3)c(N)c12
30) Cc1ccc(N(CC(=O)NCc2ccco2)S(=O)(=O)c2ccccc2)cc1
31) O=C(N1CCCC1)C12CC3CC(CC(C3)C1)C2
32) c1csc(-c2noc(CN3CCOCC3)n2)c1

screen / no.	25	26	27	28	29	30	31	32
IDE cell activ	7	1	1	-2	8	2	5	1
M18AAP inhibitor	2	0	-6	4	6	-13	4	-1
DNA FID counter	-40	0	-3	-10	-2	-18	-7	0
HCV NS3 hel inh	4	-2	4	3	9	0	-4	-16
UBC9 SUMO inh	-32	-4	-1	-2	2	-6	14	7
VIM-2 inh	-0.2	-2.5	-2.0	-2.1	3.1	0.8	-2.1	-2.6
IMP-1 inh	-1.4	-3.1	-2.9	-1.9	-1.8	-0.4	-3.1	0.5
pCIP destab	-14	0	-14	-2	2	-2	8	2
IDE inh	-1	-1	-4	1	0	4	0	-3

33) CCc1cccc(NC(=O)C2CCCN2S(=O)(=O)c2ccc3c(c2)n(C)c(=O)c(=O)n3C)c1 (stereo not given)
34) O=C(C1=C[C@@H](C2CC2)C[C@@H](OCc2ccc(CO)cc2)O1)N1CCOCC1
35) O=C(O)CCCCCn1c(SCC(=O)c2ccc(O)c(O)c2)nc2ccsc2c1=O
36) CCCCc1c(C)c(C#N)c2nc3ccccc3n2c1NCCN(C)C
37) O=C(CN1C(=O)C2CC=CCC2C1=O)Nc1nc2ccccc2s1 (stereo not given)
38) CCC1=C(OC(=O)N(CC)CC)N2C(=O)OC(=NCC3CC3)[C@]2(C)[C@H]2C1=CC[C@H]1C(=O)N(CC(=O)OC)C(=O)[C@H]12
39) COc1ccc(C(=O)c2oc3nc(C)cc(C)c3c2N)cc1
40) Cc1ccc(S(=O)(=O)Nc2ccccc2CNc2c(C)n(C)n(-c3ccccc3)c2=O)cc1

screen / no.	33	34	35	36	37	38	39	40
IDE cell activ	6	-2	6	-3	4	6	-1	3
M18AAP inhibitor	0	-4	47*	2	-9	/	4	-1
DNA FID counter	-16	-18	-33	8	-7	/	0	-22
HCV NS3 hel inh	1	-4	6	-7	8	/	-6	1
UBC9 SUMO inh	14	18	16	10	-8	6	1	3
VIM-2 inh	-1.9	-2.7	-0.9	2.7	1.0	/	1.5	-3.4
IMP-1 inh	-2.9	-0.7	-3.0	-2.0	-0.3	/	-2.1	-3.5
pCIP destab	-7	8	5	1	0	12	4	14
IDE inh	-5	0	-5	/	10	-2	3	0

# Of the compounds above, 3 contain a cyano group:
5) CCOC(=O)/C(C#N)=C\c1ccc(OCC(=O)Nc2ccc(C)cc2C)c(OC)c1
26) N#Cc1ccsc1NC(=O)CCc1ccccc1
36) CCCCc1c(C)c(C#N)c2nc3ccccc3n2c1NCCN(C)C

screen / no.	5	26	36
IDE cell activ	4	1	-3
M18AAP inhibitor	-1	0	2
DNA FID counter	-8	0	8
HCV NS3 hel inh	-5	-2	-7
UBC9 SUMO inh	28	-4	10
VIM-2 inh	-2.4	-2.5	2.7
IMP-1 inh	-1.6	-3.1	-2.0
pCIP destab	-2	0	1
IDE inh	1	-1	/

# (listing goes on)
41) COC(=O)c1c(C)[nH]c(C(=O)NCc2ccco2)c1C
42) O=C(CN1C(=O)NC(Cc2c[nH]c3ccccc23)C1=O)NCC(F)(F)F (stereo not given)
43) Cc1cccnc1NC(=O)c1cc2ccccc2oc1=O
44) CCOC(=O)c1nc(NCc2ccccc2C)c2ccccc2n1
45) CSc1ccccc1OCc1cc(C(=O)NCc2cnc(C)cn2)no1
46) COc1ccc(OC)c(NC(=O)C(CC(=O)O)Cc2ccc(Cl)cc2)c1 (stereo not given)
47) COc1ccc(C(=O)CSc2nnc(-c3cccnc3)n2Cc2ccco2)cc1
48) Cc1cccc(-c2nc3c(c(=O)c4ccccc4n3C)c(=O)n2-c2ccccc2)c1

screen / no.	41	42	43	44	45	46	47	48
IDE cell activ	4	4	2	-1	1	2	-11	1
M18AAP inhibitor	0	-2	-5	1	-6	17	-3	1
DNA FID counter	3	0	7	-17	-31	-32	-15	-3
HCV NS3 hel inh	9	-15	-1	2	0	17	4	4
UBC9 SUMO inh	14	14	-5	0	21	5	14	1
VIM-2 inh	-4.7	-2.5	0.7	-2.1	-1.4	-1.6	-1.2	0.2
IMP-1 inh	-2.6	-1.3	-0.4	-0.3	-0.4	-1.3	-2.9	-0.7
pCIP destab	3	-1	4	-2	4	3	-5	-9
IDE inh	6	5	1	-2	-2	-1	5	-1

49) Cc1cccc(N2C(=O)CSC23CCCCC3)c1
50) Cc1ccc(S(=O)(=O)N2CCOC2CNC(=O)C(=O)NCC(C)C)cc1 (stereo not given)
51) CCCCCCC(=O)N/N=C/c1ccco1
52) CCOc1ccc(CN(CCO)CCO)cc1[N+](=O)[O-]
53) O=C(Nc1ccc(-c2nc3ncccc3o2)cc1)c1ccco1
54) Cn1c2c(c(=O)n(C)c1=O)C(c1cccc(Br)c1)C1C(=O)c3ccccc3C1=N2 (stereo not given)
55) N#C/C(=C/c1ccc(O)cc1)C(=O)NCc1ccc(Cl)cc1
56) O=C(CS(=O)(=O)c1cccc(C(F)(F)F)c1)Nc1ccccc1Cl
57) CCN1CCN(C(=O)C2CC(=O)N(c3ccc(Cl)cc3)C2)CC1 (stereo not given)
58) CC(C)N1CCN(Cc2ccoc2)CC1CCO (stereo not given)
59) COc1ccc2cc3cc(C(=O)NCCc4ccc(OC)c(OC)c4)oc3nc2c1

screen / no.	49	50	51	52	53	54	55	56	57	58	59
IDE cell activ	6	6	0	2	2	/	7	3	5	5	4
M18AAP inhibitor	2	2	-3	-6	-7	-8	4	0	4	-3	2
DNA FID counter	-17	-27	-6	1	-6	-1	7	-4	-4	5	-25
HCV NS3 hel inh	-14	-7	-7	-4	6	-5	-1	-6	-5	3	9
UBC9 SUMO inh	3	3	-3	1	21	/	14	-7	4	0	13
VIM-2 inh	-1.7	-2.4	-4.9	-2.4	2.6	1.4	0.5	-1.6	0.6	-3.0	1.7
IMP-1 inh	-0.9	-1.8	-2.2	-0.5	-1.3	-1.9	-1.6	-2.1	-2.6	-2.9	3.1
pCIP destab	9	-12	10	0	-13	/	-7	-11	5	5	-22
IDE inh	2	6	-1	0	8	/	0	-2	3	8	11

# Bioassay records from PubChem BioAssay.
